HSF-1 act: HSF-1 activators, primary screen, NIH3T3-HGL cells, MG132 stress, luminescence, single point; NIH3T3-HGL HSF-1 luciferase reporter, 8 h; 100% = twice DMSO control signal; activation, % at 9 µM; actives 1.7% (n = 300,000);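 active = mean replicate activation of at least 50% with a set share of replicates each reaching 50%; inconclusive = only one of those two conditions met; inactive = mean below 50% and too few replicates reaching it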;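 note: 0% = median of the neutral control wells and 100% = twice that signal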
HSP90 refold inh: HSP90 inhibitors, primary screen, cell lysate, luminescence. Heat shock protein HSP 90 (rabbit reticulocyte lysate; luciferase refolding). Rabbit reticulocyte lysate, luciferase refolding luminescence, 3 h. inhibition, % at 5.6 µM. actives 0.91% (n = 290,000);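 active = inhibition above the screen-wide mean plus 3 SD, computed separately per campaign, cut at about 16% in these data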;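 note: 0% = DMSO wells and 100% = 60 µM geldanamycin wells; inhibitors lower the luminescence because luciferase stays unfolded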
AI-2 QS modul: Vibrio harveyi AI-2 quorum sensing modulators, primary screen, JMH597 strain, luminescence/OD600 ratio; Vibrio harveyi JMH597 AI-2 luminescence/OD600 ratio, 9 h; stronger effect = lower value; strain lacks LuxN and CqsS sensors; 0 = neutral-control median; activity change, % at 7.5 µM; actives 0.4% (n = 300,000); in the data active = activity change below about -75%, passing the limit was not always enough; inconclusive = no clear call, values can overlap the other calls;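 note: luminescence divided by OD600 gain over 9 h not by final OD600 alone; inactives centre near 13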
PolyA inhibitor: polyadenylation inhibitors in yeast reporter cells, primary screen, luminescence, S. cerevisiae | calls only at 12 µM | S. cerevisiae SKY197-pL101 polyadenylation reporter, beta-gal luminescence; efflux-impaired pdr1/pdr3 knockout yeast; score 100 = 6 SD above DMSO | actives 0.02% (n = 300,000);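 active = lowest replicate activity score at least 50, where 100 means six control SD above control mean; inconclusive = lowest score under 50 but half or more replicates reach 50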;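 note: yeast exposed to compound for 9 h at 30 °C; higher score means more reporter readthrough which indicates perturbed polyadenylation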
DYRK1A inh: rat Dyrk1A kinase inhibitors, primary screen, biochemical, single point, plate reader | Dual specificity tyrosine-phosphorylation-regulated kinase 1A (Rattus norvegicus), Q63470 | ADP-Glo luminescence, NFATc1 peptide | inhibition, % at 12.5 µM | actives 0.43% (n = 310,000); in the data active = inhibition above about 50%;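 note: plate controls were vehicle with enzyme for no effect and no enzyme for full effect; many of its hits are not listed in these tables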
GSK3beta inhib: human GSK3beta kinase inhibitors, primary screen, biochemical, cell-free homogeneous, HTS | AID 2097, 2009 | GST-GSK3beta kinase, ADP-Glo luminescence, 60 min; stronger effect = lower value | actives 0.038% (n = 300,000) | Glycogen synthase kinase-3 beta (Homo sapiens), P49841 | activity score (negative = inhibition), % at 10 µM;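 active = more than half of replicate wells score below -50%, meaning over 50% inhibition versus plate controls; inconclusive = some replicates but at most half score below -50%; inactive = no replicate scores below -50%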;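 note: 0% = median DMSO wells and -100% = median GW8510 positive control wells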
Target sequence (P49841 whole entry, looked up): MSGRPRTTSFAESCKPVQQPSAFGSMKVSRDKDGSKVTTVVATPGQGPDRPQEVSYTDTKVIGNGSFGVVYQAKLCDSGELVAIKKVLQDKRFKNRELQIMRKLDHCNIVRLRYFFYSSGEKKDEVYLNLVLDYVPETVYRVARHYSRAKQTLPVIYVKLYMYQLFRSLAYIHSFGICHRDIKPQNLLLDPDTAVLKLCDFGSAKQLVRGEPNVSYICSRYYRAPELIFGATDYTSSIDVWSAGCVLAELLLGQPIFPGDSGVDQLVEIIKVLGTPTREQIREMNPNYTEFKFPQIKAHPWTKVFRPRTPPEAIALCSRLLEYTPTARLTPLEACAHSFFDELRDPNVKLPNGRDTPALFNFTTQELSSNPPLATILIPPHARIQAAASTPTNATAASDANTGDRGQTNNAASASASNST
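Test system – GST-tagged human GSK3beta kinase, cell-free · Incubation – 60 min enzyme reaction, room temperature · Signal – ADP-Glo luminescence · Also added – peptide substrate and ATP at 25 µM · Controls – DMSO neutral wells and GW8510 at 20 µM as positive · Buffer or medium – Tris/MgCl2 kinase buffer · Measure – Luminescence-derived activity versus plate DMSO and GW8510 wells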
HSF1 inh: HSF1 inhibitors in luciferase reporter cells, primary screen, cell-based, NIH3T3, luminescence | NIH3T3-HGL HSE-luciferase, MG132-induced, luminescence 8 h; stronger effect = lower value | activity change, negative = inhibition, % at 7.5 µM (by protocol) | actives 0.77% (n = 300,000) | AID 2098, 2009;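 active = more than half of replicate wells show activity change below -50%, luminescence cut by over half; inconclusive = some wells, but at most half, below -50%; inactive = no replicate well below -50%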;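 note: luciferase reports HSF-1 transcriptional activity via heat shock element; 0% = median of DMSO wells and -100% = zero luminescence signal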
Platelet DG rel: inhibitors of platelet dense granule secretion, primary screen, cell-based, MLPCN, human platelets; human platelet-rich plasma, SFLLRN dense granule ATP release, luminescence; inhibition, %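 (compounds screened at 7.5 µM in platelet-rich plasma)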; AID 1663, 2009; actives 0.22% (n = 300,000);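 active = mean replicate score, as percent of positive control, at or above 50; inconclusive = mean below 50 but at least one replicate at or above 50; inactive = mean and every replicate below 50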
HDAC3 inh: HDAC3 deacetylase inhibitors, primary screen, biochemical, fluorescence, cell-free homogeneous | AID 2718, 2010 | actives 0.15% (n = 320,000) | recombinant HDAC3, fluorogenic peptide/trypsin coupled | inhibition, % at 8.3 µM | Histone deacetylase 3 (Homo sapiens), O15379; in the data active = inhibition above about 26%, passing the limit was not always enough; inconclusive = no clear call, values can overlap the other calls
GSK3A inh: blockers of GSK3A enzyme activity – biochemical, luminescence, cell-free homogeneous, HTS, primary screen. actives 0.1% (n = 320,000). AID 2650, 2010. GSK-3 alpha kinase, ADP-Glo luminescence, 60 min. inhibition, % at 10 µM;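 in the data active = inhibition above about 50%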;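 note: GST-tagged GSK-3 alpha with peptide substrate and 25 µM ATP; 0% = DMSO neutral wells and 100% = GW8510 positive control wells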
Target sequence (P49840 whole entry, looked up): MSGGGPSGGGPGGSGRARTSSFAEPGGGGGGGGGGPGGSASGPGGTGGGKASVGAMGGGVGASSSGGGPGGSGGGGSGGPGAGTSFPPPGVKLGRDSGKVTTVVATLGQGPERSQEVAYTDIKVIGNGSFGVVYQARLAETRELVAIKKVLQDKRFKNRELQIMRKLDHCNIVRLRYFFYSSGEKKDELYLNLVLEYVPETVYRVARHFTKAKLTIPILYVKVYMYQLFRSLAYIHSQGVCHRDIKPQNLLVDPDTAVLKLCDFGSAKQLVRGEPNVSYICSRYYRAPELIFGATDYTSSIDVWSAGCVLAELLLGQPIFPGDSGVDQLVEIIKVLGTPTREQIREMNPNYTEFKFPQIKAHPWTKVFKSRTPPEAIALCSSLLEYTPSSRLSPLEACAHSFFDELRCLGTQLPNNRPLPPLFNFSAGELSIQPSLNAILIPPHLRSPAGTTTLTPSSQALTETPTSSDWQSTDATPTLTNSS
* hit, by the source's call. Not all compounds are listed. The share of hits here may be higher or lower than overall.

Results for CC1CCN(c2c(NCC3CCC(C(=O)N4CCc5ccccc5C4)CC3)c(=O)c2=O)CC1 (stereo not given) ?
HSF-1 act: -7; HSP90 refold inh: 2; AI-2 QS modul: -5; PolyA inhibitor: inactive; DYRK1A inh: 4; GSK3beta inhib: 0; HSF1 inh: 9; Platelet DG rel: -20; HDAC3 inh: -3; GSK3A inh: -2

Results for CCC(=O)n1nc(-c2cccnc2)nc1NCc1cccs1 ?
HSF-1 act: -93; HSP90 refold inh: 0; AI-2 QS modul: 2; PolyA inhibitor: inactive; DYRK1A inh: 3; GSK3beta inhib: 4; HSF1 inh: -91*; Platelet DG rel: 25; HDAC3 inh: inconclusive; GSK3A inh: 8

What do the screens show for `Cc1ccc(N(C(=O)c2csnn2)C(C(=O)NC2CCCCC2)c2ccco2)cc1` (stereo not given)?
HSF-1 act: 5; HSP90 refold inh: 0; AI-2 QS modul: 40; PolyA inhibitor: inactive; DYRK1A inh: -1; GSK3beta inhib: 1; HSF1 inh: 4; Platelet DG rel: -4; HDAC3 inh: 0; GSK3A inh: 1

What do the screens show for `CCC(=O)N(C)CCc1cc2c(c(OC)c1/C=N/NS(=O)(=O)c1ccc(C)cc1)OCO2`?
HSF-1 act: 9; HSP90 refold inh: -3; AI-2 QS modul: -15; PolyA inhibitor: inactive; DYRK1A inh: 5; GSK3beta inhib: 1; HSF1 inh: 0; Platelet DG rel: 2; HDAC3 inh: 7; GSK3A inh: 0

How did COc1ccc(-c2cn3ccccc3n2)cc1[N+](=O)[O-] do in these assays?
HSF-1 act: 55*; HSP90 refold inh: 3; AI-2 QS modul: 15; PolyA inhibitor: inactive; DYRK1A inh: -2; GSK3beta inhib: -3; HSF1 inh: 28; Platelet DG rel: -2; HDAC3 inh: -4; GSK3A inh: 2

Results for O=C(C1CCCC1)N1CCC(CC2CC(c3cccc(Br)c3)=NO2)(C(=O)NCC2CCCCC2)CC1 (stereo not given) ?
HSF-1 act: -7; HSP90 refold inh: 2; AI-2 QS modul: 29; PolyA inhibitor: inactive; DYRK1A inh: -4; GSK3beta inhib: 0; HSF1 inh: 0; Platelet DG rel: -2; HDAC3 inh: -8; GSK3A inh: 0

How did Cc1nn(C)c(C)c1/C=N/N=C1\CCC2C3CCc4cc(O)ccc4C3CCC12C (stereo not given) do in these assays?
HSF-1 act: -20; HSP90 refold inh: 4; AI-2 QS modul: 20; PolyA inhibitor: inactive; DYRK1A inh: 2; GSK3beta inhib: -1; HSF1 inh: -8; Platelet DG rel: -4; HDAC3 inh: 4; GSK3A inh: -5

Results for CCOC(=O)c1c(N)sc(C(=O)Nc2ccccc2F)c1C ?
HSF-1 act: 95*; HSP90 refold inh: 5; AI-2 QS modul: 0; PolyA inhibitor: inactive; DYRK1A inh: 1; GSK3beta inhib: 1; HSF1 inh: 59; Platelet DG rel: 23; HDAC3 inh: 4; GSK3A inh: 2

Results for COC1Cc2ccccc2N(C(=O)N2CCN(CCO)CC2)c2ccccc21 (stereo not given) ?
HSF-1 act: -4; HSP90 refold inh: 2; AI-2 QS modul: 12; PolyA inhibitor: inactive; DYRK1A inh: 2; GSK3beta inhib: -3; HSF1 inh: -4; Platelet DG rel: 6; HDAC3 inh: 1; GSK3A inh: -3

Results for Cc1cc(Nc2ccccc2)nc(-c2ccccc2O)n1 ?
HSF-1 act: 25; HSP90 refold inh: 1; AI-2 QS modul: 13; PolyA inhibitor: inactive; DYRK1A inh: 14; GSK3beta inhib: -1; HSF1 inh: 9; Platelet DG rel: 12; HDAC3 inh: 9; GSK3A inh: -2

What do the screens show for `O=C(COC(=O)C1CCC1)Nc1ccc(Oc2ccccc2)cc1`?
HSF-1 act: 52*; HSP90 refold inh: 3; AI-2 QS modul: -7; PolyA inhibitor: inactive; DYRK1A inh: 3; GSK3beta inhib: 3; HSF1 inh: 15; Platelet DG rel: -5; HDAC3 inh: 3; GSK3A inh: -1

What do the screens show for `CCOC(=O)/C(CCC[N+](C)(CC)CC)=N\O`?
HSF-1 act: 1; HSP90 refold inh: 2; AI-2 QS modul: 11; PolyA inhibitor: inactive; DYRK1A inh: -6; GSK3beta inhib: -1; HSF1 inh: -7; Platelet DG rel: -5; HDAC3 inh: 4; GSK3A inh: -2

How did CCN(CC)C(=O)c1sc(NC(=O)Cc2cccs2)c(C#N)c1C do in these assays?
HSF-1 act: 46; HSP90 refold inh: -1; AI-2 QS modul: -3; PolyA inhibitor: inactive; DYRK1A inh: 4; GSK3beta inhib: 1; HSF1 inh: 14; Platelet DG rel: 2; HDAC3 inh: 1; GSK3A inh: -4

Results for O=C(N/N=C\c1cccs1)c1ccccc1-n1cccc1 ?
HSF-1 act: -21; HSP90 refold inh: 0; AI-2 QS modul: 15; PolyA inhibitor: inactive; DYRK1A inh: 2; GSK3beta inhib: 4; HSF1 inh: -7; Platelet DG rel: 10; HDAC3 inh: -1; GSK3A inh: -5

How did CCOC(=O)N1CCC(NC(=O)C2CCCN(S(=O)(=O)c3ccc4c(c3)oc(=O)n4C)C2)CC1 (stereo not given) do in these assays?
HSF-1 act: -13; HSP90 refold inh: 3; AI-2 QS modul: 14; PolyA inhibitor: inactive; DYRK1A inh: 22; GSK3beta inhib: 2; HSF1 inh: -7; Platelet DG rel: 0; HDAC3 inh: -2; GSK3A inh: -2

Results for C/C(CC(=O)Nc1cc(C)ccn1)=N\NC(=O)c1cccc(F)c1 ?
HSF-1 act: -1; HSP90 refold inh: 4; AI-2 QS modul: 29; PolyA inhibitor: inactive; DYRK1A inh: -5; GSK3beta inhib: -3; HSF1 inh: 17; Platelet DG rel: -2; HDAC3 inh: -8; GSK3A inh: 0

What do the screens show for `O=C(NCCc1ccccc1)C1CCN(C2CCN(Cc3ccco3)CC2)CC1`?
HSF-1 act: -3; HSP90 refold inh: -2; AI-2 QS modul: 23; PolyA inhibitor: inactive; DYRK1A inh: 7; GSK3beta inhib: 2; HSF1 inh: -3; Platelet DG rel: 2; HDAC3 inh: -2; GSK3A inh: 0

Results for Cc1oc2c(c1C(=O)Nc1cccc(C(=O)O)c1)CCCC2 ?
HSF-1 act: -7; HSP90 refold inh: 2; AI-2 QS modul: 11; PolyA inhibitor: inactive; DYRK1A inh: 0; GSK3beta inhib: 3; HSF1 inh: -7; Platelet DG rel: -11; GSK3A inh: 0

Results for Cc1cc(C)cc(C(=O)N(CCc2ccccc2)C2CC3CCC(C2)N3C)c1 (stereo not given) ?
HSF-1 act: 0; HSP90 refold inh: 1; AI-2 QS modul: 15; PolyA inhibitor: inactive; DYRK1A inh: 2; GSK3beta inhib: -1; HSF1 inh: -12; Platelet DG rel: 26; HDAC3 inh: 11; GSK3A inh: -3

Results for Cc1ccc(SCc2cc(=O)n3ccsc3n2)c(C)c1 ?
HSF-1 act: 26; HSP90 refold inh: 0; AI-2 QS modul: 43; PolyA inhibitor: inactive; GSK3beta inhib: 4; HSF1 inh: 34; Platelet DG rel: 7; HDAC3 inh: -7; GSK3A inh: 3

Results for Cc1ccc(-c2nn(-c3ccc(F)cc3)cc2C(=O)NCC(c2cccs2)N2CCOCC2)cc1 (stereo not given) ?
HSF-1 act: -2; AI-2 QS modul: 57; PolyA inhibitor: inactive; DYRK1A inh: 14; GSK3beta inhib: -2; HSF1 inh: -1; Platelet DG rel: 6; HDAC3 inh: 0; GSK3A inh: -3

What do the screens show for `O=C1NCCCN1Cc1ccc(F)cc1Cl`?
HSF-1 act: 7; HSP90 refold inh: -1; AI-2 QS modul: 19; PolyA inhibitor: inactive; DYRK1A inh: -8; GSK3beta inhib: 0; HSF1 inh: -8; Platelet DG rel: -5

Results for Cc1nc(N2CCOCC2)[nH]c(=O)c1C(O)C(Cl)(Cl)Cl (stereo not given) ?
HSF-1 act: -7; HSP90 refold inh: 4; AI-2 QS modul: 2; PolyA inhibitor: inactive; DYRK1A inh: 4; GSK3beta inhib: -4; HSF1 inh: -6; Platelet DG rel: 16; HDAC3 inh: -2; GSK3A inh: -2

Results for Cc1ccc2cc(C#N)c(NCCNC(=O)C3CC3)nc2c1C ?
HSF-1 act: -1; HSP90 refold inh: 1; AI-2 QS modul: 12; PolyA inhibitor: inactive; DYRK1A inh: 4; GSK3beta inhib: 1; HSF1 inh: 1; Platelet DG rel: 5; HDAC3 inh: -15; GSK3A inh: -1

Results for Cc1cccc(Nc2nc(-c3ccccc3)cs2)n1 ?
HSF-1 act: inconclusive; HSP90 refold inh: 7; PolyA inhibitor: inactive; DYRK1A inh: 0; HSF1 inh: 34; Platelet DG rel: -1; HDAC3 inh: -1; GSK3A inh: -3

How did O=C(CN1CCOCC1)Nc1ccc([N+](=O)[O-])cc1Br do in these assays?
HSF-1 act: 32; HSP90 refold inh: 1; AI-2 QS modul: 27; PolyA inhibitor: inactive; DYRK1A inh: -2; GSK3beta inhib: 1; HSF1 inh: 12; Platelet DG rel: 0; HDAC3 inh: -1; GSK3A inh: 0

How did CCCCn1c(SCC(=O)Nc2cc(C)on2)nc2c1c(=O)n(C)c(=O)n2C do in these assays?
HSF-1 act: -22; HSP90 refold inh: 1; AI-2 QS modul: -1; PolyA inhibitor: inactive; DYRK1A inh: 1; GSK3beta inhib: -13; HSF1 inh: -11; Platelet DG rel: 9; HDAC3 inh: -10; GSK3A inh: -3

What do the screens show for `CCC1(CC)NC(=O)N(Cc2nc3ccccc3s2)C1=O`?
HSF-1 act: 3; HSP90 refold inh: 1; AI-2 QS modul: 9; PolyA inhibitor: inactive; DYRK1A inh: 5; GSK3beta inhib: 0; HSF1 inh: 7; Platelet DG rel: -2; HDAC3 inh: -4; GSK3A inh: -2

Source: PubChem BioAssay (several laboratories)
